From PubChem BioAssay
mHTT-CaM PPI inh – disrupts binding of mutant huntingtin to calmodulin | P42858 | AlphaScreen His-mHTT/GST-CaM binding, luminescence | inhibition, % at 15 µM | 190,000 compounds, 3.6% hits | AID 1671202;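 also: 0% = both proteins with DMSO and 100% = one protein alone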
Target sequence (P42858 whole entry, looked up, stated change not applied): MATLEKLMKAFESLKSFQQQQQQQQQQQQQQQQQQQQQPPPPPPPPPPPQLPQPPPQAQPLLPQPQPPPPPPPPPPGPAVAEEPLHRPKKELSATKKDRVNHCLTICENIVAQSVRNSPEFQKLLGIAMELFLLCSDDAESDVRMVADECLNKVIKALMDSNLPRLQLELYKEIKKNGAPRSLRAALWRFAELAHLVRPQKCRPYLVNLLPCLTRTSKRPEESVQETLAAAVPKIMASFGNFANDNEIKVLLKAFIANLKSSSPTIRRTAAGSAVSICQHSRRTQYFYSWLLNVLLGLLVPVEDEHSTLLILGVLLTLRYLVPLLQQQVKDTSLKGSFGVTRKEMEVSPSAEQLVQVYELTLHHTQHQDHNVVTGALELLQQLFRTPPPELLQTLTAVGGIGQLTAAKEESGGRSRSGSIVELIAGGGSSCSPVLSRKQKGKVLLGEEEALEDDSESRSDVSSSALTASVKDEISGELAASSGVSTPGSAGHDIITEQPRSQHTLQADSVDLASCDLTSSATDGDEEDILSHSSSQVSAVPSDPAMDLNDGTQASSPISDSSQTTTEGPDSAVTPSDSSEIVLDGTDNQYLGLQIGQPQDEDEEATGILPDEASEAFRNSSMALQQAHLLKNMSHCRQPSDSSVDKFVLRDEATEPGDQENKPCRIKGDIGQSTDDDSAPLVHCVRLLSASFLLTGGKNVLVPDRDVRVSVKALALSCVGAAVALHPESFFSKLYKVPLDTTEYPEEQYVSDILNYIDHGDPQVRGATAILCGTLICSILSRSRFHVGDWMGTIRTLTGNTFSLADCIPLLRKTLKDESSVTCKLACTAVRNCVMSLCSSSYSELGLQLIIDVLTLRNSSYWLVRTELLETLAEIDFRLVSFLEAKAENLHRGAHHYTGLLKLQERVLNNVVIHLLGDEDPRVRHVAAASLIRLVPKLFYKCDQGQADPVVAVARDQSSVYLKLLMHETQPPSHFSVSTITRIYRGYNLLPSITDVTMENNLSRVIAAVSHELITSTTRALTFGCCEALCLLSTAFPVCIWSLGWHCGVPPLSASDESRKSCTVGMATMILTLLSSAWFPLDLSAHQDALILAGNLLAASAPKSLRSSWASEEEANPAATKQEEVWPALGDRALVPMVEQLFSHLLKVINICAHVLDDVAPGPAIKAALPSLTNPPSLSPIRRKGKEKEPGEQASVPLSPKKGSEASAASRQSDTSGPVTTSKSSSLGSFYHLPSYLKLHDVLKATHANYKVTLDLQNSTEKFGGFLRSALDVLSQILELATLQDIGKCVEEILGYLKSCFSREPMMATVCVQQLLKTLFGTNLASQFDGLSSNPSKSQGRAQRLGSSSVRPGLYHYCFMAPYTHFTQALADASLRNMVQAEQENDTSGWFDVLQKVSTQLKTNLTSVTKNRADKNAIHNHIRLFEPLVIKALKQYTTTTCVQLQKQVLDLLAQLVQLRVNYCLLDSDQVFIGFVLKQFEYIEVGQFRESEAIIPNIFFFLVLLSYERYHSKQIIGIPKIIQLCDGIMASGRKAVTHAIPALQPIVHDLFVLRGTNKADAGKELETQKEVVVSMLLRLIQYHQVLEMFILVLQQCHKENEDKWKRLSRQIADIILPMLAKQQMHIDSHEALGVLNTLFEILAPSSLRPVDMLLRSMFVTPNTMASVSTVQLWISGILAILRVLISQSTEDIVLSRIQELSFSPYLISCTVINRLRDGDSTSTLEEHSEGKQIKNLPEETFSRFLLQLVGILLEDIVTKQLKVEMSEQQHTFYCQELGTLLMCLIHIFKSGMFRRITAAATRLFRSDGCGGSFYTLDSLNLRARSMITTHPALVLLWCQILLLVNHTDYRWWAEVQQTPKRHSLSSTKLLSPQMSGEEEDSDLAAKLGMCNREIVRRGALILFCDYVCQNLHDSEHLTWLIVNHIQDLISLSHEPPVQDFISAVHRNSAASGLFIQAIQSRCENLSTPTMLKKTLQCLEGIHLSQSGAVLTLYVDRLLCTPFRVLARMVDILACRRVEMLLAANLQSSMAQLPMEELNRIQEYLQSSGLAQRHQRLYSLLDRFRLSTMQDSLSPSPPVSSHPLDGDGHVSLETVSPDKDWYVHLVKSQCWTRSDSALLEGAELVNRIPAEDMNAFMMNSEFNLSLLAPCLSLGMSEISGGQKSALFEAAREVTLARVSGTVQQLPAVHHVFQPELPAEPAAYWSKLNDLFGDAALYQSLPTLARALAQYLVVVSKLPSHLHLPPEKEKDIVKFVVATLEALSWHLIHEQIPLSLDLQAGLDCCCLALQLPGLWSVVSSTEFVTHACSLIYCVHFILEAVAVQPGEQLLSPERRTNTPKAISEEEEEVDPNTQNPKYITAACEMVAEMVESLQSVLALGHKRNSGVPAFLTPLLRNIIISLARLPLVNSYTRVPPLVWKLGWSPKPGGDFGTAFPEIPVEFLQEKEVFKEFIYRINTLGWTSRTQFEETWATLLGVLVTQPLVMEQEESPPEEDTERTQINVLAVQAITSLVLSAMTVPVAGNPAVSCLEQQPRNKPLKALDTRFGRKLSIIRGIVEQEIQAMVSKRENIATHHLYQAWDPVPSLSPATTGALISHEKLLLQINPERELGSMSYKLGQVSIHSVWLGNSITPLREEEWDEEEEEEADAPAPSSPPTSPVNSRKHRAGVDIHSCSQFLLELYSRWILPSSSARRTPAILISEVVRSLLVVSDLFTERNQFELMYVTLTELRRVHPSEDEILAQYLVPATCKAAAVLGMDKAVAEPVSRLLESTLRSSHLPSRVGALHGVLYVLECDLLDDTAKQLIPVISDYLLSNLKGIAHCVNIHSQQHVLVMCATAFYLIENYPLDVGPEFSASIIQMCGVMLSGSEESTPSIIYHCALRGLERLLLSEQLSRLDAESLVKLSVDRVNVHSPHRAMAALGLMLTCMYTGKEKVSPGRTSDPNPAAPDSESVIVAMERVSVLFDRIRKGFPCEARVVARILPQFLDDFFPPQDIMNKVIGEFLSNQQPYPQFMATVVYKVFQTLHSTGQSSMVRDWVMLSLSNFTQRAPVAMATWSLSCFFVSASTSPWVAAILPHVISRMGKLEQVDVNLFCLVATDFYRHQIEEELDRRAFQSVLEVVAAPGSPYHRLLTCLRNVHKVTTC
Pf apPOL inh – Pf-apPOL DNA polymerase inhibition. Recombinant Pf-apPOL, molecular beacon fluorescence, 1.5 h. inhibition, % at 10 µM. 210,000 compounds, 0.25% hits. AID 1794808
* = called active by the depositor; i = inactive; / = no result given; & = joins results of further samples. Rule as the data show it: active = inhibition above about 50%; inactive = the rest.

Compound	mHTT-CaM PPI inh	Pf apPOL inh
Cc1ccnc(N2CCC(C(=O)N3CCN(Cc4ccc5c(c4)OCO5)CC3)CC2)n1	-1	-3
CN(Cc1ccccc1)C(=O)c1ccc2ncnc(N3CCCCC3)c2c1	26	-9
CN(C)CCNC(=O)c1cnn2c(-c3ccccc3)ccnc12	-2	3
CCC(=O)NCCNC(=O)c1c(SC)nsc1SC	-4	0
COc1ccc(C(=O)Nc2cccc(-c3nc4ccccc4[nH]3)c2)cc1	/	-9
O=C(SCC(=O)N1c2ccccc2Sc2ccccc21)c1ccccc1	-23	-2
CN1CCCc2cc(C(=O)NC3CCN(Cc4ccccc4)CC3)sc21	17	-2
Cc1ccccc1OCC(=O)N1N=C(c2ccc(Br)cc2)CC1(O)C(F)(F)F (stereo not drawn)	93*	1
OCCN=Cc1c(O)n(-c2c(Cl)cccc2Cl)c2ccccc12	85*	-1
CCOC(=O)CSc1ccc([N+](=O)[O-])cc1Cl	/	2
c1ccc(-c2noc(CSc3nnnn3-c3ccccc3)n2)cc1	-26	11
O=c1nc2s/c(=C\c3ccccc3)c(=O)n2nc1Cc1ccccc1	1	-2
CN1C(=O)c2ccccc2Sc2cc(NC(=O)C3CCC3)ccc21	0	-1
CCn1nnc2c(=O)n(CC(=O)N3CCC(Cc4ccccc4)CC3)cnc21	9	-9
Cc1ccc(NC(=O)c2c(O)c3cccc4c3n(c2=O)CCC4)c(Br)c1	-2	-2
Nc1ccc2nc(Cc3nc4ccc(N)cc4[nH]3)[nH]c2c1	79*	-6
CC1(C)CC(=O)C2=C(C1)N(c1ccc(Br)cc1)C(N)=C(C#N)C2c1ccsc1 (stereo not drawn)	40	-1
O=C(NCc1ccc2c(c1)OCO2)C1CCc2sc(C(=O)N3CCCCCC3)cc2C1 (stereo not drawn)	8	0
COc1ccc(OC)c(-c2cc(C(=O)NC3CCCCC3N3C(=O)CSC3=O)[nH]n2)c1 (stereo not drawn)	22	-3
COc1ccc(NC2OC(=O)c3c2ccc(OC)c3OC)cc1 (stereo not drawn)	13	-1
Cc1ccc(-c2noc(C3CCCN3C(=O)NC3CCCCC3)n2)cc1 (stereo not drawn)	4	-1
Cc1cccc(Cc2c(C)nc3c(C(=O)O)cnn3c2C)c1	0	-11
O=C(CSc1nnc2ccc(-c3ccc4c(c3)OCO4)nn12)N1CCCc2ccccc21	10	0
NS(=O)(=O)c1ccc(N2CCOCC2)c([N+](=O)[O-])c1	/	-12
Cc1ccccc1OCC(=O)Nc1ccccc1[N+](=O)[O-]	11	3
CC(=O)Nc1ccc(C(=O)NCCNS(=O)(=O)c2ccc(OC(F)(F)F)cc2)cc1	-6	2
Cc1cc(C)n(-c2cc(NCCO)ncn2)n1	-3	0
O=C(Nc1ccc2c(c1)CC(C(=O)NC1CCCCCC1)CO2)c1cccs1 (stereo not drawn)	-4	-1
COCCNC(=O)CC1CCN(C(=O)c2[nH]c(C)cc2C)CC1	7	-10
Cn1c(SCC(=O)c2ccc(Cl)cc2)nc2c([nH]c3ccccc32)c1=O	1	2
O=C(Nc1cc2cc(Br)ccc2oc1=O)c1ccc(-c2ccccc2)cc1	3	2
COc1cc(OC)c(/C=N/NC(N)=S)cc1Br	i	/
O=C1N(CN2CCC3(CC2)OCCO3)c2ccccc2C12OCCCO2	-13	-11
COCCCNC(=O)CN1C(=O)/C(=C/c2cccc(Cl)c2)Sc2ccccc21	13	-2
COc1ccc2oc(=O)c(C(=O)Nc3cccc(C(F)(F)F)c3)cc2c1	-2	-3
Cc1nc(C(=O)NCCN2CCOCC2)c(C)o1	-8	-6
COc1ccc(Cl)cc1N(CC(=O)Nc1ccccc1C(=O)N1CCCC1)S(C)(=O)=O	4	-2
CSC(=NC#N)N1CCN(C(=NC#N)SC)CC1	/	-2
Cc1cc(NC(=O)c2noc3c2CC(C(C)(C)C)CC3)n(-c2ccccc2)n1 (stereo not drawn)	0	-2
COc1ccc(OC)c(NC(NC(=O)c2ccco2)C(=O)c2ccc(Cl)cc2)c1 (stereo not drawn)	67*	-6
CC(O)(CNC(=O)C12CC3CC(CC(C3)C1)C2)C1CC1 (stereo not drawn)	-3	2
O=C(Cc1ccsc1)N1CCC(c2nc(C3CC3)n[nH]2)CC1	-1	-4
O=C(N=c1sccn1CC(=O)N1CCCC1)c1ccccc1Cl	7	-10
O=C1CS(=O)(=O)N(Cc2cccc(F)c2)c2ccc(Br)cc21	16&12	7&-2
O=C(c1c(F)c(F)c(F)c(F)c1F)N1CCN(Cc2ccccc2)CC1	-1	-2
COC(=O)[C@H](Cc1ccccc1)NS(=O)(=O)N[C@@H](Cc1ccccc1)C(=O)OC	-3	-7
CCOc1ccccc1Oc1coc2cc(OCC(=O)O)ccc2c1=O	1	-5
CC1CCCN(CN2C(=O)C(=Nc3ccc(Br)cc3)c3ccccc32)C1 (stereo not drawn)	15	-4
COc1ccc(C)cc1NC(=O)N1CCCCCC1c1cccs1 (stereo not drawn)	-13	1
Cc1ccc(C2CCCN2C(=O)Cn2cc(Cl)cn2)cc1 (stereo not drawn)	4	2
CC(C)c1noc(C2CCCCN2C(=O)c2cnccn2)n1 (stereo not drawn)	0	-4
COc1ccc(CNc2ncnc(NCc3ccc(OC)cc3)c2[N+](=O)[O-])cc1	6	-2
COc1ccccc1NC(=O)Cn1nnc(-c2ccccc2)n1	-21	-3
Cc1cc2oc(=O)cc(CN(Cc3ccccc3)Cc3ccccc3)c2cc1Cl	-15	2
CCOC(=O)N1CCN(Cc2ccc(SC)cc2)CC1	-2	41
COc1cccc(OC(=O)c2cc3cc(Br)ccc3oc2=O)c1	-1	-2
CCOc1ccc(C(=O)N2CCC(Cc3nc4cccnc4n3CC)C2)cc1 (stereo not drawn)	5	-9
O=C1C2C3c4ccccc4C(C(=O)O)(c4ccccc43)C2C(=O)N1c1ccccc1C(F)(F)F (stereo not drawn)	9	3
CN(CC1(C)CCOCC1)S(=O)(=O)c1ccccc1C(F)(F)F	-3	-1
CC(=O)c1ccc(N2CN=C3SCC(=O)N3C2)cc1	4	-1

The listing continues:
Compound	mHTT-CaM PPI inh	Pf apPOL inh
Cc1cccc(CNC(=O)c2nc(-c3oc4ccccc4c3C)no2)c1	-21	1
Cc1cc(Br)ccc1NC(=O)c1sc2ncn(C)c(=O)c2c1C	7	-14
COc1ccc(Cl)cc1NC(=O)C1CCN(c2nccc3sc(C)cc23)CC1	8	-1
Cc1cc(C)c(-c2nnc(NC(=O)c3ccccc3[N+](=O)[O-])s2)c(C)c1	0	-1
CN1CCc2c(sc(N)c2C(N)=O)C1	-1	/
O=C1c2ccccc2C(=O)c2c(NC3CCCCC3)cccc21	73*	-67
O=C1NC(=Nc2cccc(O)c2)S/C1=C\c1cccc(O)c1	28	-4
CC(C)(C)OC(=O)C(C)(C)Sc1nc(-c2ccccc2)c(-c2ccccc2)o1	/	-4
O=C(CN1CCC2(CC1)N=C(c1ccccc1)C(=O)N2)Nc1cc(F)ccc1F	-5	0
COc1ccc(C(=O)Nc2cccc(C(C)=O)c2)cc1OC	-6	-4
CCc1cccc(NC(=O)N2CCc3c(c(COc4ccccc4)nn3C)C2)c1	26	-2
Cc1ccc2nc(NCCCO)[nH]c2c1	7	-7
CCCC(=O)NC(c1cccc(F)c1)c1ccc2cccnc2c1O (stereo not drawn)	100*	2
NC(=O)C1(N2CCCCC2)CCN(C2CC(=O)N(c3ccccc3)C2=O)CC1 (stereo not drawn)	-5	-3
CCCc1cc(C2CCCN2C(=O)c2c(F)cccc2Cl)no1 (stereo not drawn)	-9	1
Cc1cc(C(F)(F)F)nc(SCC(=O)Nc2c(C)n(C)n(-c3ccccc3)c2=O)n1	-6	-5
O=C(Cn1c(=O)oc2ccccc21)N1CCCC(COCc2ccccc2)C1 (stereo not drawn)	6	-2
CCOc1ccccc1NC(=O)c1cc(S(=O)(=O)NCc2ccc(OC)cc2)ccc1F	6	-20
O=C(c1ccc(SCCN2CCCCC2)nc1)N1CCN(c2ccccc2)CC1	14	-2
COc1cc(C2NC(=O)CS2)cc(OC)c1OC (stereo not drawn)	-1&-3	4&-1
C=C(C)c1cccc(C(C)(C)NC(=O)NCc2ccc(Cl)cc2)c1	-1	-8
COc1ccccc1C1N=C(c2cccs2)CC(c2ccccc2O)N1 (stereo not drawn)	18	-8
Cc1ncnc2c1CCC(=O)N2CCC1=CCCCC1	-14	4
c1ccc2c(Cc3ccncc3)c3ccccc3nc2c1	-5	/
Cc1nc2ccc([N+](=O)[O-])cc2nc1C	/	-3
CC(=O)Nc1cc(C(=O)NC2CCCCC2)c2ccc(C)nc2c1	26	4
CNC(=O)C1(c2ccc(NS(C)(=O)=O)cc2)CC1	-17	-2
O=C(Nc1cccc2c1CCCC2)C1CCCN(c2cn[nH]c(=O)c2)C1 (stereo not drawn)	0	-2
Cc1cc(C)n(-c2ccnc(N(C)Cc3ccccc3)n2)n1	-78	0
O=C(Nc1cccc(-c2nc3ncccc3o2)c1)c1cccc([N+](=O)[O-])c1	0	-1

Some of the entries above in a different format.
O=C(CSc1nnc2ccc(-c3ccc4c(c3)OCO4)nn12)N1CCCc2ccccc21
  mHTT-CaM PPI inh = 10 | Pf apPOL inh = 0

CCOc1ccc(C(=O)N2CCC(Cc3nc4cccnc4n3CC)C2)cc1 (stereo not drawn)
  mHTT-CaM PPI inh = 5 | Pf apPOL inh = -9

More entries:
Compound	mHTT-CaM PPI inh	Pf apPOL inh
O=C(Nc1ccc(C(F)(F)F)cc1)C1(S(=O)(=O)c2ccc(Cl)cc2)CC1	-3	10
CC1=C(C(=O)NCCCN2CCN(Cc3ccccc3)CC2)C2(CCCCC2)OC1=O	-6	-4
Cc1ccc(SCc2cn3ccsc3n2)cc1	-3&8	-5&10
O=C(Cc1ccc(F)cc1)Nc1nnc(C2CC(=O)N(c3ccccc3)C2)o1 (stereo not drawn)	43	-4
COc1ccc(C=C2Oc3cc(OC(=O)C(C)C)ccc3C2=O)cc1OC	62*	-5
COc1ccc(Nc2nnc(-c3ccc(C)cc3)c3ccccc23)cc1C(N)=O	14	34
Cc1ccc2c(c1)c1c(n2C)C(C(N)=O)CCC1 (stereo not drawn)	-3	-9
CC1(C)CC(=O)C2=C(C1)Nc1nnnn1C2c1ccccc1Cl (stereo not drawn)	5	-6
CC(C)NC(=O)c1ccc(-c2ccsc2)nc1	-11	1
O=C(COc1ccccc1)N1CCN(c2ccc([N+](=O)[O-])c(NCCc3ccccc3)c2)CC1	6	-6
CCOC(=O)C1CCN(C(=O)CCC2CCN(c3cc(NC4CC4)ncn3)CC2)CC1	9	-3
CC(=O)Nc1ccc(SCCN2CCN(C)CCC2=O)cc1	-1	-1
Nc1cc(Oc2ccc(O)c(N)c2)ccc1O	90*	3
O=C(O)c1ccc(NC2=CC(=NS(=O)(=O)c3ccccc3)c3ccccc3C2=O)cc1	62*	7
CCCc1cc2c(=O)c(-c3ccc4c(c3)OCCCO4)coc2cc1OS(C)(=O)=O	1	-9

Reformatted field by field: part of the list above.
> O=C(COc1ccccc1)N1CCN(c2ccc([N+](=O)[O-])c(NCCc3ccccc3)c2)CC1
  mHTT-CaM PPI inh = 6	Pf apPOL inh = -6
> CCOC(=O)C1CCN(C(=O)CCC2CCN(c3cc(NC4CC4)ncn3)CC2)CC1
  mHTT-CaM PPI inh = 9	Pf apPOL inh = -3
> CC(=O)Nc1ccc(SCCN2CCN(C)CCC2=O)cc1
  mHTT-CaM PPI inh = -1	Pf apPOL inh = -1
> Nc1cc(Oc2ccc(O)c(N)c2)ccc1O
  mHTT-CaM PPI inh = 90*	Pf apPOL inh = 3

Following part
Compound	mHTT-CaM PPI inh	Pf apPOL inh
COc1cccc(CC(=O)Nc2nnc(C3CC(=O)N(c4ccc(F)cc4)C3)o2)c1 (stereo not drawn)	30	-2
CCn1cc(C(=O)NCCc2cccs2)c(=O)c2cc(OC)ccc21	-4	6
O=C(O)C1CSC(c2ccco2)N1 (stereo not drawn)	9	/
COc1cccc(C2N(c3nccs3)C(=O)C3CCCN32)c1 (stereo not drawn)	1	-5
CC1(C)CC(=O)C2=C(C1)N(c1ncn[nH]1)C(N)=C(C#N)C2c1ccccc1 (stereo not drawn)	2	-3
O=C(c1ccc(SCCN2CCCCC2)nc1)N1CCCC1	2	-6
CCNC(=O)C1CCN(c2cccc(C(F)(F)F)c2)C1=O (stereo not drawn)	-5	-1
COc1cc([N+](=O)[O-])ccc1NC(=O)c1ccco1	1	0
CCOc1ccc(CNC(=O)C2CCCN(c3ccc(N4CCOCC4)nn3)C2)cc1 (stereo not drawn)	-1	-3
CC1(C)CC(=O)C2=C(C1)Nc1nc(SCc3ccccc3F)nn1C2c1ccc([N+](=O)[O-])cc1 (stereo not drawn)	0	-5
COc1ccc(-n2nnnc2SCC(=O)Nc2nn(-c3ccccc3)nc2C(N)=O)cc1	-4	-5
CC(=O)c1ccc(NC(=O)c2cnc3n(c2=O)CCS3)cc1	-5	-3
Cn1c(C(=O)N2CCC(N3CCCCC3)CC2)cc2c1CCN(Cc1ccccc1)C2	31	-2
C=CCc1ccc(OCC(O)CN2CCN(c3ccc(OC)cc3)CC2)c(OC)c1 (stereo not drawn)	51*	-3
CC1=C2C(=COC(C)C2C)C(=O)C(C(=O)O)=C1O (stereo not drawn)	/	-4
COc1ccc(C2CS(=O)(=O)CS(=O)(=O)C2)cc1OC	-5&-2	3
CC(C)Cn1c(=O)c(N2CCN(C(=O)NC3CCCC3)CC2)nc2ccncc21	2	-11

Molecules shown so far that have a tert-butyl group (2):
Compound	mHTT-CaM PPI inh	Pf apPOL inh
Cc1cc(NC(=O)c2noc3c2CC(C(C)(C)C)CC3)n(-c2ccccc2)n1 (stereo not drawn)	0	-2
CC(C)(C)OC(=O)C(C)(C)Sc1nc(-c2ccccc2)c(-c2ccccc2)o1	/	-4

Compounds were not picked by outcome. About 3.6% of those tested had a hit in this group.
